Screens (PubChem)
cardiac RTF act – cardiac RTF calcium sensitivity activators, primary screen, biochemical, IANBD-TnC fluorescence, EC20 calcium; Troponin I, cardiac muscle (Homo sapiens) + Troponin T, cardiac muscle (Homo sapiens) + …; IANBD-labeled TnC RTF fluorescence at EC20 calcium; 0% EC20 calcium, 100% full calcium; activation, % at 7.2 µM; 0.24% of 340,000 active;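 active means activation above the mean over all tested compounds plus 3 SD, cut at about 30% in these data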;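 further: rise in fluorescence read as greater calcium sensitivity of cardiac thin filaments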
Rtt109 HAT inh – inhibitors of C. albicans Rtt109/Vps75 HAT, primary screen, biochemical, ThioGlo CoA-SH fluorescence, plate reader | Histone acetyltransferase RTT109 (Candida albicans (strain SC5314 / ATCC MYA-2876)), … | purified Rtt109/Vps75, 4 h | inhibition, % at 34.9 µM | 0.16% of 330,000 active | AID 540336, 2011;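 active means inhibition of at least 50% in every replicate; inconclusive means best replicate reaches 50% inhibition but some replicates fall short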
Target sequence (Q5AAJ8 whole entry, looked up): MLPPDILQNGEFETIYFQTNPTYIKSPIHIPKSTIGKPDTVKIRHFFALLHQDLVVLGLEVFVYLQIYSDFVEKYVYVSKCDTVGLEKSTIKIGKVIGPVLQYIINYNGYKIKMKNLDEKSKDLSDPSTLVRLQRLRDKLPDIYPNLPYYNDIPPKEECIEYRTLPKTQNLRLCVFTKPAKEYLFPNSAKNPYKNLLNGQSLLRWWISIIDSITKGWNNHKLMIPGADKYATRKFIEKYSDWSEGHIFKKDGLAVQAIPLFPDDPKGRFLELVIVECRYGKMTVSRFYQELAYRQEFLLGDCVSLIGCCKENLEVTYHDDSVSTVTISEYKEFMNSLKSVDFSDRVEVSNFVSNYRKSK
Tat export inh – E. coli Tat export inhibitors, primary screen, MC4100, TorA-mCherry reporter, fluorescence, single point; inhibition, % at 10 µM; 0.036% of 340,000 active;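 active means mean replicate inhibition at least 50% and at least half of replicates individually reaching 50%; inconclusive means only one of the two criteria met; inactive means neither criterion met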;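 further: exported cargo escapes ClpAP degradation while cytoplasmic cargo is degraded and loses fluorescence; 0% = median of neutral control wells and 100% = median of NaSCN control wells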
CAL PDZ FP-1 – CAL PDZ peptide-binding inhibitors, primary screen, biochemical, fluorescence polarization, Cer-tagged CAL PDZ, HTS; Golgi-associated PDZ and coiled-coil motif-containing protein (Homo sapiens), Q9HD26; purified CAL PDZ, TMR-peptide fluorescence polarization, 1 h; inhibition, % at 20 µM; 0.02% of 330,000 active; AID 504414, 2011;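 active means highest replicate inhibition of at least 40%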;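 further: plate controls were DMSO neutral control wells for no effect and unlabeled competitor peptide control wells for full effect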
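material = purified tagged CAL PDZ domain construct (CerCALP) | compound dosing = 20 µM, one dose | times = 1 h at RT | measured by = fluorescence polarization from S- and P-plane intensities, G-factor corrected | read-out = inhibition from polarization loss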
V-ATPase pH – regulators of yeast V-ATPase proton pumping, primary screen, pHLuorin cytosolic pH fluorescence; S. cerevisiae; response, % at 10 µM; 0.37% of 350,000 active; in the data active means response mostly above about 7.3%, no sharp cut-off; inactive means mostly below about 5.4%; further: actives read high; inactives centre near 0; some compounds called inactive have numbers as strong as hits; reference of the scale not given here
dFosB activator – activators of delta FosB homodimer, primary screen, biochemical, fluorescence polarization, TAMRA-CDK5 oligo, single point; purified delta FosB; percent of positive-control signal above neutral wells; Protein FosB (Mus musculus), P13346; activation, % at 25 µM; 0.99% of 340,000 active; AID 493131, 2011;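 active means mean activation above about 17%, with every replicate also reaching it, limit read from the data, passing the limit was not always enough; inconclusive means only one of the two conditions met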;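 further: fluorescence polarization rise as delta FosB binds a TAMRA Cdk5 AP-1 oligo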
CAL PDZ FP-2 – untagged CAL PDZ binding inhibitors, primary screen, biochemical, fluorescence polarization, HTS. Golgi-associated PDZ and coiled-coil motif-containing protein (Homo sapiens), Q9HD26. purified CAL PDZ, TMR-peptide fluorescence polarization, 1 h. inhibition, % at 24.9 µM. 0.92% of 300,000 active. AID 602252, 2012;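 active means mean inhibition of at least 30% with at least half of replicates also reaching 30%; inconclusive means no clear call, values can overlap the other calls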;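 further: 0% = DMSO neutral control and 100% = excess unlabeled competitor peptide PRC23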
CDK5 inh – inhibitors of human CDK5/p35 kinase, primary screen, biochemical, single concentration. Recombinant CDK5/p35, ADP-Glo luminescence, 60 min. Cyclin-dependent kinase 5 (Homo sapiens) + Cyclin-dependent kinase 5 activator 1 (Homo …. 0.01% of 330,000 active. inhibition, % at 10 µM;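 active means highest replicate inhibition of at least 50% and at least 75% of replicates reaching 50%; inconclusive means only one of the two criteria met; inactive means both criteria failed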;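 further: plate controls were DMSO neutral control for no effect and GW8510 at 10 µM for full effect; many of its hits are not listed in these tables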
Target sequence (Q00535 whole entry, looked up): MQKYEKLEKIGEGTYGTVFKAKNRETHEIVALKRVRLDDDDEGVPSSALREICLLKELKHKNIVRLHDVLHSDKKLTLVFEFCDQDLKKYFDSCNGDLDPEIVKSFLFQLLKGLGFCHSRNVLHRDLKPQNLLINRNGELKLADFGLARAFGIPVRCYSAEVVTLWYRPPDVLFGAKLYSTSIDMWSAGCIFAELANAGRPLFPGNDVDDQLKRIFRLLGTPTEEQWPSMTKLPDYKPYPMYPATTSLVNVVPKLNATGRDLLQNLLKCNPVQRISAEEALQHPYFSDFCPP
Target sequence (Q15078 whole entry, looked up): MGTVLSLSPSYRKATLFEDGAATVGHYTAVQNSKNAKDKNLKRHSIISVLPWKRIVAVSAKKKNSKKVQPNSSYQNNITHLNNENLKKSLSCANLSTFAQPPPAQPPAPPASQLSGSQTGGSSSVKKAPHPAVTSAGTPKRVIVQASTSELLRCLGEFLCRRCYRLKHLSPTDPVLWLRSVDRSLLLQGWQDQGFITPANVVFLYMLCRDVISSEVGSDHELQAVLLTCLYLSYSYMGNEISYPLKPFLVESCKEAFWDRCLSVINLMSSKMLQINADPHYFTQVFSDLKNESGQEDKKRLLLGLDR
MITF TRPM1 HTS – activators of MITF-driven TRPM1 promoter reporter, primary screen, cell-based, SK-MEL-5, luciferase, single point; SK-MEL-5 TRPM1-promoter luciferase, 24 h; % of positive control, neutral wells = 0; activation, % at 12.5 µM; 0.75% of 300,000 active; AID 588334, 2011;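 active means mean activation of at least 80% with every replicate also reaching 80%; inconclusive means mean reaches 80% but some replicate falls short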;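 further: 0% = neutral control wells and 100% = parthenolide positive control wells; values of inactives mirror those of a sister screen read the other way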
Wnt act – Wnt/beta-catenin pathway activators, primary screen, cell-based, plate reader, single point. Wnt/beta-catenin reporter cell assay, activator. activation, % at 9.35 µM. 1.2% of 300,000 active; in the data active means activation above about 30%, passing the limit was not always enough; inconclusive means no clear call, values can overlap the other calls;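 further: 0% = neutral control wells and 100% = positive control wells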
The depositor's hits bear a star; u = inconclusive; x = not tested or not shown. Not a hit list; 4.1% or so of the library scored in one or more.

cardiac RTF act	Rtt109 HAT inh	Tat export inh	CAL PDZ FP-1	V-ATPase pH	dFosB activator	CAL PDZ FP-2	CDK5 inh	MITF TRPM1 HTS	Wnt act	Structure
-1	8	-3	-0.3	2	1	x	1.1	3	x	COC(=O)NCC(C)OC(=O)Nc1cccc(Cl)c1 (stereo unspecified)
6	-3	-2	x	0	-12	-3	-0.7	8	-2	CSc1cc(-c2ccncc2)nc(-c2ccc(Cl)cc2)c1
5	x	1	-0.2	1	0	5	-0.1	-3	0	OC(c1ccc(F)cc1)C(CN1CCOCC1)c1ccccc1 (stereo unspecified)
1	-10	3	-2.9	-2	-38	0	0.7	1	-2	CCN(CC)C(=O)c1sc(NC(=O)c2ccc(Br)o2)c(C(=O)OC)c1C
4	-5	-4	-1.5	-2	-28	1	2.5	-23	-3	COc1ccc(C(=O)C/C(=C\C(=O)c2ccc(C)cc2)c2ccccc2)cc1
-1	-3	-1	1.1	-1	1	3	-0.5	8	x	CCC1CCCN1Cn1cnc2c([nH]c3ccc(OC)cc32)c1=O (stereo unspecified)
8	3	9	-0.4	-2	-10	-1	3.2	14	-2	O=C(C1=C[C@@H](c2ccc(Br)cc2)C[C@@H](OCCCCO)O1)N1CCN(Cc2ccc3c(c2)OCO3)CC1
8	-4	-14	-1.0	1	-14	17	-2.0	-3	-1	CCCCOC(=O)c1cc(=O)[nH]c2ccc(C)cc12
2	-17	0	0.3	-1	25*	1	-1.2	-9	-2	Cc1cccc(CC2S/C(=N/N=C/c3ccco3)NC2=O)c1 (stereo unspecified)
-3	1	-2	-2.4	-1	-4	-1	2.5	-11	0	CCCCn1c(CCCNC(=O)c2ccco2)nc2ccccc21
1	-1	3	-0.5	-8	0	-2	-4.8	-10	x	CN(Cc1ccccc1)C(=S)NC(=O)c1ccc(-c2ccccc2)cc1
17	-11	4	-1.2	-41	-6	-2	-2.8	-5	4	Cc1ccc(S(=O)(=O)N2CC(C(=O)O)=CC[C@H]2c2ccc(Cl)cc2)cc1
-4	17	-5	1.0	1	2	1	-0.8	-17	x	Cc1ccc(-c2nnn(CC(=O)N(CC(=O)NC3CCCCC3)c3ccc(F)c(Cl)c3)n2)o1
2	-5	-1	-4.0	-2	-20	x	-0.8	6	-2	Cc1ccc(C)c(Cn2c3ccccc3c3cnn(CC(=O)NCCCN4CCOCC4)c(=O)c32)c1
4	10	1	-1.1	2	2	5	-0.6	9	-1	CN(C)N(C)C(=O)C(O)(c1ccccc1)c1ccccc1
0	2	0	1.9	6	-1	-4	1.1	-7	-3	Cc1n[nH]c(C)c1S(=O)(=O)N1CCCC(C(=O)O)C1 (stereo unspecified)
2	-5	4	-0.9	4	-12	2	0.4	-2	0	Cc1ccccc1OS(=O)(=O)c1cn(C)c(=O)n(C)c1=O
9	-4	-5	x	1	-4	8	-1.3	2	3	Cc1cc(C)cc(C(N)=Nc2cccc(C#N)c2)c1
17	1	1	-2.6	6	-13	0	-1.0	-6	x	O=C(CN1CCN(c2ccccc2)CC1)Nc1cccc(C(F)(F)F)c1
-1	-6	8	-2.9	x	-7	-1	2.5	5	2	COc1ccc(CNC(=O)C23CC4CC(CC(Br)(C4)C2)C3)cc1
7	4	11	-0.9	1	-7	-3	-0.6	-17	-3	Cc1cc(C(=O)CN2C(=O)NC(Cc3c[nH]c4ccccc34)C2=O)c(C)n1C (stereo unspecified)
2	4	0	1.7	-2	0	-9	-1.0	-7	4	CCOC(=O)c1ccc(-c2c(-c3ccccc3OC)sc3cc4c(cc23)OCO4)cc1F
1	0	3	-2.1	-2	2	-4	-2.1	14	-1	O=C(NC1CCCC1)C(c1ccc(F)cc1)N(C(=O)c1csnn1)C1CC1 (stereo unspecified)
1	-1	0	-0.1	-3	-1	-6	0.8	11	2	CC1(C(=O)O)CCC(C(=O)NNC(=O)c2ccccc2O)C1(C)C (stereo unspecified)
1	0	-13	-3.7	2	12	-4	0.0	x	-7	C=CCSc1nsc(NC(=O)Nc2ccc(F)cc2)n1
1	-3	-3	-0.5	-2	2	7	-0.3	-11	-1	NC(=O)C1CCCCc2c1[nH]c1ccc(Cl)cc21 (stereo unspecified)
-4	-3	-4	1.9	-1	-9	-3	-0.5	x	0	CC(=O)c1ccc(NC(=O)CCc2ccc(C)o2)cc1
-2	6	10	-0.1	-3	-11	1	-0.6	-8	0	CN1CCN(c2oc(-c3ccccc3Cl)nc2S(=O)(=O)c2ccccc2)CC1
5	2	6	0.1	0	-3	-3	-0.3	105*	x	CCCCc1ccc(NC(=O)C2CCCO2)cc1 (stereo unspecified)
-1	-1	1	-2.2	-2	-2	4	0.0	-3	3	CN(Cc1cnn(C)c1)C(=O)c1sc2cccc(Cl)c2c1Cl
10	-4	7	-1.3	2	-9	x	-0.3	x	0	COc1ccc(S(=O)(=O)Cc2ccc(C(=O)NCc3cccnc3)o2)cc1
0	12	-5	-1.9	0	-4	x	0.1	36	-5	CC(Oc1cccc(Cl)c1)C(=O)Nc1ccc(S(=O)(=O)N(C)C2CCN(C)CC2)cc1 (stereo unspecified)
-5	-1	5	-0.1	2	-4	1	-0.1	-5	10	Cn1cc(S(=O)(=O)N2CCCC2)cc1C(=O)Nc1cccc(C(F)(F)F)c1
1	1	-6	-3.7	2	-10	1	0.5	-4	1	COc1ccc(S(=O)(=O)N(C)c2ccc(C(=O)NCc3ccco3)cc2)cc1OC
2	1	-4	-0.2	-1	2	-3	2.2	3	x	Cc1ccc(OCCCn2ccnc2)cc1C
5	0	0	-2.5	1	-3	-4	-4.7	1	-1	O=C(Cc1c(Cl)cccc1Cl)OCC(=O)N1CCc2ccccc2C1
-1	48	-3	0.1	8	-1	2	0.5	7	2	CN1CCN(C(=O)c2ccccc2[N+](=O)[O-])CC1
1	-5	-10	0.2	12	5	0	6.0	x	-8	COc1ccc(CCN2C(=O)C=CC2=O)cc1OC
-1	-3	3	-1.9	0	-2	2	1.2	1	0	Cc1cc(C)nc(-n2nc(C)cc2NC(=O)CN2CCCC2)n1
7	12	-5	0.0	6	-4	5	2.4	23	-2	Cc1ccc(CNC(=O)CCC2CCCN(Cc3cccc4ncccc34)C2)o1 (stereo unspecified)

Nothing new here: two of the compounds above.
cardiac RTF act	Rtt109 HAT inh	Tat export inh	CAL PDZ FP-1	V-ATPase pH	dFosB activator	CAL PDZ FP-2	CDK5 inh	MITF TRPM1 HTS	Wnt act	Structure
7	4	11	-0.9	1	-7	-3	-0.6	-17	-3	Cc1cc(C(=O)CN2C(=O)NC(Cc3c[nH]c4ccccc34)C2=O)c(C)n1C (stereo unspecified)
2	4	0	1.7	-2	0	-9	-1.0	-7	4	CCOC(=O)c1ccc(-c2c(-c3ccccc3OC)sc3cc4c(cc23)OCO4)cc1F

Next part.
cardiac RTF act	Rtt109 HAT inh	Tat export inh	CAL PDZ FP-1	V-ATPase pH	dFosB activator	CAL PDZ FP-2	CDK5 inh	MITF TRPM1 HTS	Wnt act	Structure
-4	-4	-4	0.0	6	4	-4	-3.7	10	x	O=C(COc1ccc(Br)cc1)c1ccc2c(c1)CCCC2
-1	13	-5	1.2	-3	-2	0	0.1	x	14	CCCCc1c(O)nc(SCC(=O)c2ccccc2)n(-c2ccccc2)c1=O
-2	-6	-10	-1.1	-2	2	2	-1.1	14	x	Cn1c(=O)c2c(nc(SC3C(=O)CC(C)(C)CC3=O)n2C)n(C)c1=O
-2	5	-6	-0.9	2	-7	x	1.1	u	x	CCSc1nnc(NC(=O)c2cc(C)oc2C)s1
-3	-5	13	-1.7	-1	2	x	-0.2	104*	27	O=C(Nc1ccc(F)cc1)Nc1ccc2c(c1)OCO2
-2	11	15	-0.6	3	-8	-5	-2.5	3	x	CCc1nc(N2CCCCC2)c2oc3ccccc3c2n1
-2	4	-2	0.1	-1	-9	-4	0.5	-4	-4	Cc1cccc(NC(=O)CN2CCN(C(=O)c3cnn(Cc4ccccc4)c3)CC2)c1C
1	-4	1	x	3	0	-17	-1.2	-1	x	O=C1OC(N2CCN(c3ccccn3)CC2)c2ccccc21 (stereo unspecified)
-7	40	-4	-0.3	-1	-10	3	-0.3	-76	-36	CCCCCCCCn1c2c(c(=N)c3c1CCC3)CCCC2
5	-4	-10	-0.5	-2	-4	1	-0.4	x	-1	Cn1nc(C(=O)N2CCC(C(N)=O)CC2)c2c1-c1ccccc1SC2
10	9	-5	-0.5	2	0	x	0.6	0	0	C=C(C)Cn1c(N2CCN(CC)CC2)nc2c1c(=O)[nH]c(=O)n2C
3	-13	-1	-0.1	2	1	-1	3.3	-3	x	COc1cccc(CN2CCN(C(=O)c3cccs3)CC2)c1OC
-7	-6	3	-0.7	7	-15	-2	1.8	-1	-5	COC(=O)c1ccsc1NC(=O)CCS(=O)(=O)c1ccc(Cl)cc1
-8	-47	-4	-0.4	3	-7	7	0.8	74	0	COC(=O)c1ccc(/C=C/c2nc3ccccc3c(=O)[nH]2)cc1
1	-5	-4	-5.7	1	-12	-9	-0.1	66	12	CC(=O)c1sc(NC(=O)c2ccc(C(C)(C)C)cc2)nc1C
